Bioassay records deposited in PubChem by National Center for Advancing Translational Sciences (NCATS).
HT1080 IDH1KD tx: kills HT-1080 cells with IDH1 knockdown; AID 686971; HT-1080 IDH1 knockdown viability, ATP luminescence, 48 h; Potency, µM (doses to about 46.1 µM), for inactives: at the highest dose activity, negative = toxicity, usual class: cytotoxic; 360,000 tested, 2% active;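 also: 0% = DMSO wells and -100% = cell-free medium wells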
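Viability of IDH1-knockdown HT-1080 fibrosarcoma cells was assessed by CellTiter-Glo after 48 h at 37 °C with titrated compound; concentration-effect curves were classified by fit quality and response size.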
SW480 rereplic: DNA re-replication induction in SW480 cells; SW480 DNA re-replication, Hoechst DNA content imaging, 48 h; Potency, µM (titrated, usually from 46.1 µM), for the others: at the highest dose re-replication activation, usual class: activators; 340,000 tested, 1.8% active; AID 624297; also: % of control where 0% means no effect; nearly all actives have a fitted effect of over 55% in size
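Treated cells incubate 48 hr (37 C, 5% CO2), are stained 40 min with Hoechst, and nuclear fluorescence is enumerated; a rise in nuclei with high DNA signal marks re-replication.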
HT1080NT lethal: kills 2HG-producing HT-1080-NT fibrosarcoma cells | HT-1080-NT fibrosarcoma viability, CellTiter-Glo ATP luminescence, 48 h | Potency, µM (titrated, usually from 46.1 µM), for the others: at the highest dose activity, negative = less viability, most hits filed as cytotoxic | 360,000 tested, 1.6% active;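 also: NT is the 2HG producing partner of a matched IDH1 knockdown line; 0% = DMSO-treated cells and -100% = media-only wells without cells; nearly all actives have a fitted effect of over 55% in size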
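Toxicity toward the 2HG-producing NT line was scored as %Activity, normalised to DMSO and no-cell wells, from CellTiter-Glo luminescence after 48 hours' treatment.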
GLP1R cytotox: cytotoxicity in counter-screen for GLP-1R inverse agonists. HEK293 cAMP-luciferase reporter cells, luminescence, 24 h. Potency, µM (titrated, usually from 38.3 µM), for the others: at the top dose activity change, negative = inhibition, actives largely listed as inhibitors. 410,000 tested, 0.13% active. AID 624418;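 also: loss of luciferase light is scored as toxicity; % is scaled to controls: 0 for no effect and ±100 for the full control effect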
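Seeding density was 200 cells/uL; after overnight-length (12 h) culture, 23 nL compounds went on for 24 h at 37 °C. Readout used a luciferase detection reagent, luminescence taken after 12 min at room temperature.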
TDP-43 yeast inh: TDP-43 toxicity inhibition in yeast; TDP-43 expressing yeast growth rescue, BacTiter-Glo, 24 h; Potency, µM (titrated, usually from 46.1 µM), for inactives: at the top dose growth rescue (activation), usual class: activators; 410,000 tested, 1.8% active; AID 652104; also: % of control where 0% means no effect; nearly all actives have a fitted effect of over 50% in size
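Yeast expressing TDP-43 (pregrown in raffinose, seeded at OD600=0.02 in galactose medium) exposed to compounds 24 hr at 30 deg C. Growth read by BacTiter-Glo luminescence; rescue of toxicity appears as increased signal.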
KB-V1 cytotox: kills drug-selected multidrug resistant KB-V1 cells. Potency, µM (doses to about 46.1 µM), for inactives: at the highest dose activity change, negative = cytotoxicity, hits mostly cytotoxic. AID 1347076. KB-V1 MDR cells viability, CellTiter-Glo, 72 h. 400,000 tested, 3.4% active; also: % is scaled to controls: 0 for no effect and ±100 for the full control effect; nearly all actives have a fitted effect of over 60% in size
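Readout: CellTiter-Glo luminescence, 10 min after addition. Cells: KB-V1 MDR subline, 72 h at 37 degrees C with compound. Analysis: corrected, normalized data fitted to concentration-effect curves.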
GLP1R inv ag: GLP-1 receptor (human) inverse agonism | P43220 | HEK293 GLP-1R CRE-luciferase, luminescence, 24 h; GLP-1R form is constitutively active | Potency, µM (doses to about 38.3 µM), for the others: top-dose activity change, negative = inhibition, actives largely listed as inhibitors | 410,000 tested, 1.6% active | AID 624417; also: % is scaled to controls: 0 for no effect and ±100 for the full control effect; nearly all actives have a fitted effect of over 55% in size
Target sequence (P43220 whole entry, looked up): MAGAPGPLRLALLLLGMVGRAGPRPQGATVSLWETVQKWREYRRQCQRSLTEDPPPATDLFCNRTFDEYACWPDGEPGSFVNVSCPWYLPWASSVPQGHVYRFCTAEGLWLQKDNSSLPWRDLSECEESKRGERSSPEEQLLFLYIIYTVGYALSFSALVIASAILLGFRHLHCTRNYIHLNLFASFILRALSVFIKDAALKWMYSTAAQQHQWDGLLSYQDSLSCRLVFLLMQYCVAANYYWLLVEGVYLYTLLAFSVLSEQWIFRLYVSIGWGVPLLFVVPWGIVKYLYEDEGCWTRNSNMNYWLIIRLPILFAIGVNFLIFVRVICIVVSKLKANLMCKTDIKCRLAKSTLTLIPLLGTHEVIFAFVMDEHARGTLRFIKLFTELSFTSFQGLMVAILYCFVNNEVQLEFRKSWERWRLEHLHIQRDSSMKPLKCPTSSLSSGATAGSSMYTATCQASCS
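Using stably transfected HEK293 (constitutively active GLP-1R, cAMP-luciferase reporter), compounds were incubated 24 hr and luciferase measured by luminescence.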
KB-3-1 cytotox: KB-3-1 parental cell cytotoxicity; 400,000 tested, 1.4% active; AID 1347075; Potency, µM (top dose mostly 46.1 µM), inactives show at the highest dose activity change, negative = cytotoxic, most hits filed as cytotoxic; KB-3-1 viability, CellTiter-Glo ATP luminescence, 72 h; also: % is scaled to controls: 0 for no effect and ±100 for the full control effect; nearly all actives have a fitted effect of over 60% in size
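Cytotoxicity in the drug-sensitive parental line KB-3-1 was scored as loss of CellTiter-Glo luminescence following 72 h incubation with compound. Values come from curve fitting of normalized concentration-response data.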
GLP-1R agonist: GLP-1 receptor (human) agonism; AID 624172; Potency, µM (top dose mostly 45.6 µM), inactives show at the highest dose activation, usual class: activators; P43220; HEK293 GLP-1R CRE-luciferase, luminescence, 4-6 h; cells express a hypersensitive GLP-1R form; 380,000 tested, 0.007% active; also: % of control where 0% means no effect
Active calls of the source: *; u = inconclusive; x = no result given; & = joins results of further samples; [ ] = remark or other dose. Calls follow the shape of the dose curve; as a rule, active = well fitted curve in the direction sought with a large enough effect; inconclusive = small, poorly fitted or top-dose-only effect, or another doubt; inactive = no such curve, though single readings can be large; an effect the other way counts as inactive or inconclusive. Potency is read from the fitted curve at half-maximal effect.

smiles,HT1080 IDH1KD tx,SW480 rereplic,HT1080NT lethal,GLP1R cytotox,TDP-43 yeast inh,KB-V1 cytotox,GLP1R inv ag,KB-3-1 cytotox,GLP-1R agonist
COc1cc(SC)ccc1C(=O)Nc1ccccc1C#N,-6%,1%,2%,-10%,11%,u,25%,-21%,3%
CSc1ccc(CCCCCCOC(=O)C(C)(C)C)cc1,5%,-11%,11%,4%,0%,1%,-10%,-1%,0%
O=C(c1cnn(-c2ccccc2)c1)c1cc(Br)ccc1O,10%,-2%,12%,3%,5%,u,2%,15%,-20%
CCOC(=O)N1CCN(S(=O)(=O)N2CCCC(C(=O)NCCCN3CC(C)CC(C)C3)C2)CC1 (stereo not given),5%,-6%,5%,0%,8%,u,-6%,-17%,5%
Cc1ccc(Cl)cc1NC(=O)CCS(=O)(=O)c1ccc2c(c1)n(C)c(=O)c(=O)n2C,0%,x,2%,-11%&-5%,-3%&4%,13%,0%&-11%,-1%,-7%
N#Cc1ccccc1CSc1nnc(-c2ccncc2)o1,0%,13%,3%,-8%,22%,-21%,u,-22%,6%
CC(/C=C/c1ccco1)=N/NC(=O)c1ccc(C)nc1,1%,-8%,0%,-5%,-11%,u,-5%,-2%,-2%
CCN(C(=O)Cn1cnc2cc([N+](=O)[O-])ccc2c1=O)C1CCS(=O)(=O)C1 (stereo not given),0%,0%,0%,-2%,5%,u,9%,-1%,-4%
Cc1[nH]nc(N)c1-c1ccc(Cl)cc1,1%,5%,1%,-7%,-19%,0%,11%,-5%,0%
COc1ccc(C(c2nnnn2C(C)C)N2CCN(C(=O)c3ccco3)CC2)cc1 (stereo not given),9%,-6%,7%,2%,3%,-30%,13%,-6%,9%
FC(F)(F)c1nc2ccccc2nc1N/N=C/c1ccc(Cl)cc1,-1%,-1%,-13%,u,-1%,1%,u,-1%,-29%
O=C(NCC1CCCN1S(=O)(=O)c1cccs1)c1cccc([N+](=O)[O-])c1 (stereo not given),-4%,1%,-2%,-6%,13%,u,1%,-8%,0%
Cc1ccc(CS(=O)(=O)Cc2ccc(C(=O)NCC3CCCO3)o2)cc1 (stereo not given),4%,u,0%,-7%,-7%,-28%,-3%,12%,0%
O=C(NCCc1ccccc1Cl)c1sc2ncccc2c1-n1cccc1,x,x,x,-2%,18µM*,2%,u,-7%,x
Cc1ccc2nc(-c3cccs3)c(Nc3c(C)cccc3C)n2c1,x,x,x,-3%,-27%,0%,u,0%,x
COc1ccccc1C1C(C(=O)N2CCCCC2)=C(C)Nc2nc3ccccc3n21 (stereo not given),x,x,x,1%,16%,20%,-5%,5%,0%

The last 2 records of the part above come first, to join the parts:
smiles,HT1080 IDH1KD tx,SW480 rereplic,HT1080NT lethal,GLP1R cytotox,TDP-43 yeast inh,KB-V1 cytotox,GLP1R inv ag,KB-3-1 cytotox,GLP-1R agonist
Cc1ccc2nc(-c3cccs3)c(Nc3c(C)cccc3C)n2c1,x,x,x,-3%,-27%,0%,u,0%,x
COc1ccccc1C1C(C(=O)N2CCCCC2)=C(C)Nc2nc3ccccc3n21 (stereo not given),x,x,x,1%,16%,20%,-5%,5%,0%
CCOC(=O)C1C(=O)NC(c2ccccc2)=NC1c1ccc(Cl)cc1 (stereo not given),18%,-1%,0%,-7%,1%,-10%,0%,12%,3%
Cc1cc2oc(C(=O)N(Cc3cccs3)C3CCS(=O)(=O)C3)cc(=O)c2cc1Cl (stereo not given),-12%,2%,-2%,-9%,-4%,-15%,15%,0%,11%
COc1ccc2c(C(=O)CN3CCSCC3)c[nH]c2c1,12%,-51%,19%,5%,0%,10%,7%,8%,1%
Cn1cccc([N+](=O)[O-])c1=O,-3%,x,2%,4%,5%,2%,-1%,-2%,-5%
CCN(CC)c1ccc(/C=N/NC(=O)CCC(=O)NCc2ccccc2)c(O)c1,u,u,-28%,-8%,-6%,0%,-11%,u,8%
Cc1nnc(SCC(=O)Nc2ccccc2C(=O)NC2CC2)s1,-4%,-4%,9%,2%,6%,0%,2%,0%,6%
O=C(NC(=O)N1CCSCC1)c1c(Cl)cccc1Cl,7%,-4%,6%,-6%,-7%,0%,-5%,3%,2%
CC(/C=N/NC(=O)Cn1cnc2c1c(=O)n(C)c(=O)n2C)=C\c1ccco1,1%,1%,-4%,-7%,1%,0%,7%,0%,0%

Next part, starting with the last four of the part before.
smiles,HT1080 IDH1KD tx,SW480 rereplic,HT1080NT lethal,GLP1R cytotox,TDP-43 yeast inh,KB-V1 cytotox,GLP1R inv ag,KB-3-1 cytotox,GLP-1R agonist
CCN(CC)c1ccc(/C=N/NC(=O)CCC(=O)NCc2ccccc2)c(O)c1,u,u,-28%,-8%,-6%,0%,-11%,u,8%
Cc1nnc(SCC(=O)Nc2ccccc2C(=O)NC2CC2)s1,-4%,-4%,9%,2%,6%,0%,2%,0%,6%
O=C(NC(=O)N1CCSCC1)c1c(Cl)cccc1Cl,7%,-4%,6%,-6%,-7%,0%,-5%,3%,2%
CC(/C=N/NC(=O)Cn1cnc2c1c(=O)n(C)c(=O)n2C)=C\c1ccco1,1%,1%,-4%,-7%,1%,0%,7%,0%,0%
Cc1ccc(OCCNC(=O)C2CCCCC2)cc1,8%,-25%,17%,-24%,17%,0%,-2%,0%,7%
COC(=O)CSc1nccc(C)n1,-3%,-2%,-1%,-1%,-4%,-20%,8%,1%,-2%
CS(=O)(=O)c1ccc2nc(NC(=O)Oc3ccccc3)sc2c1,4%,-6%,12%,1%,5%,-4%,13%,4%,-4%
O=C(CSc1nnc(-c2ccco2)o1)N1CCCCC1,5%,1%,-1%,1%,-16%,-9%,1%,25%,9%
COc1ccccc1NC(=O)N1CCCC1C(=O)Nc1nnc(C(C)C)s1 (stereo not given),14%,-1%,2%,-9%,0%,-3%,-3%,-1%,-9%
Cc1ccc(CNC(=O)c2ccc3c(=O)n(CCCN4CCCC4=O)c(=S)[nH]c3c2)cc1,0%,-18%,0%,2%,-7%,18%,0%,2%,1%
CS(=O)(=O)N1N=C(c2ccco2)CC1c1ccc(Cl)cc1Cl (stereo not given),0%,-5%,1%,-10%,22%,1%,-24%,-3%,7%
Oc1ccc(C2N=C(c3ccccc3)NC(c3ccccc3)=N2)cc1,-13%,-1%,-13%,-24%,-4%,2%,9%,0%,-2%

Next part:
canonical_smiles,HT1080 IDH1KD tx,SW480 rereplic,HT1080NT lethal,GLP1R cytotox,TDP-43 yeast inh,KB-V1 cytotox,GLP1R inv ag,KB-3-1 cytotox,GLP-1R agonist
O=C(NCCc1ccccc1)C(c1cccs1)N(C(=O)c1csnn1)C1CC1 (stereo not given),-4%,10%,1%,-26%,-3%,-11%,u,-1%,3%
CC(=O)N1c2ccc([N+](=O)[O-])cc2NC(=O)CC1C (stereo not given),11%,0%,19%,-2%,-7%,6%,-10%,19%,0%
CN(c1cccc(NC(=O)c2ccc(Cl)c(S(=O)(=O)Nc3ccccc3)c2)c1)S(C)(=O)=O,u,8%,u,u,-16%,15%,-7%,-20%,1%
CCOC(=O)CON1C(=O)C(=O)N(OCC(=O)OCC)[C@H]2CCCC[C@H]21,0%,6%,-2%,2%,-10%,u,19%,10%,15%
O=C(N/N=C\c1cn[nH]c1-c1ccccc1)c1ccc([N+](=O)[O-])cc1,12%,4.1µM*,4%,-11%,0%,2%,8%,u,-7%
O=C(N/N=C/c1ccccc1F)C(=O)N1CCCCCC1,0%,-19%,7%,-4%,-8%,0%,8%,-11%,6%
Cc1ccccc1CC(=O)NC1CCCCCC1,-2%,0.92µM*,-24%,2%,0%,3%,3%,0%,-5%
Cc1cccc(OCC(=O)Nc2c3c(nn2C(C)(C)C)CS(=O)(=O)C3)c1,2%,-4%,23%,-2%,4%,12%,-9%,2%,-3%
COc1cccc2c(=O)c(SC(F)(F)C(F)C(F)(F)F)c(C)[nH]c12 (stereo not given),21µM*,16µM*,u,-26%,0%,0%,0%,u,8%
CC(C)(C)NC(=O)C(c1ccnc2ccccc12)n1c(=O)c(-c2cc3ccccc3[nH]2)nc2ccccc21 (stereo not given),23µM*,x,21µM*,491%[activator],14%,u,u,u,x
O=C(CSc1nnc(-c2ccccc2)c(-c2ccccc2)n1)N1CCc2ccccc21,6%,3%,1%,10%,-24%,u,9%,u,2%
CCOC(=O)CSc1nnc(NC(=O)CN2CCN(C=O)CC2)s1,11%,-1%,19%,22%,0%,u,2%,8%,-4%
COc1cccc(NC(=O)CSCC(=O)O)c1,11%,-7%,14%,3%,9%,8%,0%,15%,6%
COc1ccccc1CNC(=O)c1cc(-c2ccccc2)n(Cc2cc(C)no2)n1,0%,-2%,19%,13%,1%,0%,u,-17%,23%
NCCCC[C@H]1CNC(=S)N1CCc1cc(C(F)(F)F)cc(C(F)(F)F)c1,-13%,1%,-20%,-11%,3%,3%,u,-8%,-1%
